BH1578 lux ind = induces V. cholerae light production without autoinducers | V. cholerae BH1578 lux reporter, luminescence, 6 h | activation, % at 18.7 µM | 350,000 tested, 0.16% active | AID 588436; in the data active = activation mostly above about 9.7%, no sharp cut-off; also: not every result past the cut was called active; inactives centre near 0; reference of the scale not given here
Rv3671c inh = Rv3671c (M. tuberculosis) protease inhibition; 320,000 tested, 0.048% active; P9WHR9; inhibition, % at 5.96 µM; in the data active = inhibition above about 38%;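 also: extracellular domain of Rv3671c used as enzyme; 0% = enzyme with DMSO and 100% = no enzyme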
UGM FP inh = inhibitors of M. tuberculosis UDP-galactopyranose mutase | P9WIQ1 | purified UGM, fluorescence polarization probe displacement | inhibition, % at 10 µM | 320,000 tested, 0.06% active; in the data active = inhibition above about 10%, passing the limit was not always enough
Target sequence (P9WIQ1 whole entry, looked up): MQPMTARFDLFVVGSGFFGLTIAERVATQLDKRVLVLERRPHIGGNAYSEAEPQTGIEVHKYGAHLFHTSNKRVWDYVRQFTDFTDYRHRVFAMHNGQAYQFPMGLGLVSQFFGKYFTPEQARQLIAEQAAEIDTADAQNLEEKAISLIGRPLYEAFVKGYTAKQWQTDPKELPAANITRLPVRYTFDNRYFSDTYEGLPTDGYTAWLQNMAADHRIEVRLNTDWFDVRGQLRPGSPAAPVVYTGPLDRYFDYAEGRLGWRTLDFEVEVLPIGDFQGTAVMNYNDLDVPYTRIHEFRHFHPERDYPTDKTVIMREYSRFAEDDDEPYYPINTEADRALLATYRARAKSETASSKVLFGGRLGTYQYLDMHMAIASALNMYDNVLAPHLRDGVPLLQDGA
3CLpro inhibitor = SARS-CoV 3CLpro protease inhibition. AID 1706. recombinant SARS-CoV 3CLpro, quenched FRET peptide cleavage. inhibition, % at 6 µM. 290,000 tested, 0.14% active; in the data active = inhibition above about 12%
BioA inh = blocks M. tuberculosis BioA enzyme activity. AID 602481. inhibition, % at 9.99 µM. 360,000 tested, 0.096% active. purified M. tuberculosis BioA enzyme, plate reader; in the data active = inhibition above about 40%
Mtb FBA inh = inhibits M. tuberculosis FBA enzyme; P9WQA3; purified M. tuberculosis FBA, fluorescence read-out; inhibition, % at 1 µM; 360,000 tested, 2.3% active; AID 588726; in the data active = inhibition above about 27%;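 also: 0% = vehicle and 100% = reference inhibitor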
Target sequence (P9WQA3 whole entry, looked up): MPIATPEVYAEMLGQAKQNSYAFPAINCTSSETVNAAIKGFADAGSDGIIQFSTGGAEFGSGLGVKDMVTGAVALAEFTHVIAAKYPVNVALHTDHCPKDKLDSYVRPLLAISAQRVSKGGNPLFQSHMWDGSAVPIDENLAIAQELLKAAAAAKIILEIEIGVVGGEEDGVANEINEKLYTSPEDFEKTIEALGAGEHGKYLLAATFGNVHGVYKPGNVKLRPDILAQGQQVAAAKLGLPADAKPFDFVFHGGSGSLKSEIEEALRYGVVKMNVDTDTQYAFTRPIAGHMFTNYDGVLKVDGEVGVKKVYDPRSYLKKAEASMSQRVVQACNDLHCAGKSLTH
SSB-PriA inh = K. pneumoniae PriA-SSBct interaction inhibition; AlphaScreen SSBct-PriA binding, biotinylated peptide; inhibition, % at 33 µM; 430,000 tested, 0.6% active; AID 1272365; in the data active = inhibition mostly above about 37%, no sharp cut-off; inactive = mostly below about 20%;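 also: plate controls were negative control peptide for no effect and reference peptide for full effect; strong numbers were not always called active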
MazF activator = increases E. coli MazEF RNase cleavage of RNA; P0AE70; FAM/BHQ RNA-DNA oligo cleavage fluorescence, 5 h; activation, % at 20 µM; 350,000 tested, 0.32% active; in the data active = activation above about 50%
Target sequence (P0AE70 whole entry, looked up): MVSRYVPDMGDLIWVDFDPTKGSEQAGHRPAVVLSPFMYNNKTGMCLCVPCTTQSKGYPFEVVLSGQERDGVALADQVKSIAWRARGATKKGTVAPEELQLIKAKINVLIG
GDH-TPI inh = counter-screen for M. tuberculosis FBA inhibitors: GDH-TPI coupled enzymes; AID 588335; GDH-TPI coupled enzyme counterscreen, NADH absorbance; 360,000 tested, 1.2% active; inhibition, % at 4.8 µM; in the data active = inhibition above about 30%;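 also: 0% = DMSO wells and 100% = wells lacking the enzyme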
VHR inh abs = inhibitors of human VHR1 phosphatase (DUSP3); P51452; recombinant VHR phosphatase, pNPP absorbance; inhibition, % at 13.3 µM; 290,000 tested, 0.52% active; AID 1654; in the data active = inhibition above about 50%; also: some compounds called inactive have numbers as strong as hits
Target sequence (P51452 whole entry, looked up): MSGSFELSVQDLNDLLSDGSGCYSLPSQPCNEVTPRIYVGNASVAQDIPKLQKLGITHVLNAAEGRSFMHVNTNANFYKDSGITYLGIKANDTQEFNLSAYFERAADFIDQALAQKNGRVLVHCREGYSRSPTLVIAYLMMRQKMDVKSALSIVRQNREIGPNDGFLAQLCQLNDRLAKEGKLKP
Active calls of the source: *. Only part of the results is shown; rates above refer to the full screens.

Results for O=C(CCNS(=O)(=O)c1ccccc1)OCc1ccc([N+](=O)[O-])cc1 ?
BH1578 lux ind: -0.3; BioA inh: -1.2; Mtb FBA inh: -2; MazF activator: -8; GDH-TPI inh: 4

How did COc1ccc(NC2CCCN(C(=O)c3ccc4[nH]c(C)c(C)c4c3)C2)cc1OC (centres undefined) do in these assays?
BH1578 lux ind: -0.7; Rv3671c inh: 5; UGM FP inh: -0.8; 3CLpro inhibitor: 0; Mtb FBA inh: -2; SSB-PriA inh: 17; MazF activator: 5; GDH-TPI inh: 0; VHR inh abs: -12

How did CCSC1=NCCN1S(=O)(=O)c1ccc(F)cc1 do in these assays?
BH1578 lux ind: -0.1; Rv3671c inh: 0; UGM FP inh: -2.2; 3CLpro inhibitor: 1; Mtb FBA inh: 3; SSB-PriA inh: -11; MazF activator: 7; GDH-TPI inh: 1; VHR inh abs: 10

How did COc1ccc(/C=N/NC(=O)C2C(C=C(Cl)Cl)C2(C)C)c(OC)c1 (centres undefined) do in these assays?
BH1578 lux ind: -3.1; Rv3671c inh: -9; UGM FP inh: 0.7; 3CLpro inhibitor: 3; Mtb FBA inh: -4; MazF activator: 11; GDH-TPI inh: 6; VHR inh abs: -17

How did CC(=O)Nc1ccc(CN2CCc3c([nH]c4ccccc34)C2c2ccccn2)cc1 (centres undefined) do in these assays?
BH1578 lux ind: -2.0; Rv3671c inh: -5; UGM FP inh: 1.4; 3CLpro inhibitor: 0; Mtb FBA inh: -2; SSB-PriA inh: 27; MazF activator: 5; GDH-TPI inh: 10; VHR inh abs: -14

How did Cc1ccc2nc(C)cc(OCC(=O)O)c2c1 do in these assays?
BH1578 lux ind: inactive; Rv3671c inh: 0; UGM FP inh: -1.4; 3CLpro inhibitor: -4; BioA inh: -0.4; Mtb FBA inh: 8; SSB-PriA inh: 6; MazF activator: 6; GDH-TPI inh: -4; VHR inh abs: 36

How did COc1ccc(-c2cc3ccc(OCC(N)=O)cc3oc2=O)cc1OC do in these assays?
BH1578 lux ind: -0.5; Rv3671c inh: -12; UGM FP inh: 3.1; 3CLpro inhibitor: -3; BioA inh: 19; Mtb FBA inh: 2; SSB-PriA inh: -16; MazF activator: 5; GDH-TPI inh: 32*; VHR inh abs: -6

What do the screens show for `CCC(C)(C)NC(=O)c1ccc(Br)o1`?
BH1578 lux ind: -0.4; Rv3671c inh: -4; UGM FP inh: -3.6; 3CLpro inhibitor: 6; Mtb FBA inh: -1; SSB-PriA inh: 4; MazF activator: 1; GDH-TPI inh: -6; VHR inh abs: -2

Results for COc1ccc(-c2ccc(CNCCCN3CCOCC3)o2)cc1Cl ?
BH1578 lux ind: -2.1; Rv3671c inh: -5; UGM FP inh: -4.0; 3CLpro inhibitor: 0; BioA inh: 0.2; Mtb FBA inh: 5; SSB-PriA inh: -4; MazF activator: 0; GDH-TPI inh: -1; VHR inh abs: 23

What do the screens show for `CCn1cc(S(=O)(=O)CC(=O)Nc2cccc(C)c2)c2ccccc21`?
BH1578 lux ind: -0.6; Rv3671c inh: -6; UGM FP inh: -0.8; BioA inh: -0.7; Mtb FBA inh: 2; SSB-PriA inh: 6; MazF activator: 8; GDH-TPI inh: -2; VHR inh abs: -1

How did COc1ccc(C2Nc3ccccc3C(=O)N2NS(=O)(=O)c2ccc(C)cc2)cc1OC (centres undefined) do in these assays?
BH1578 lux ind: 0.6; Rv3671c inh: -10; UGM FP inh: 0.1; 3CLpro inhibitor: 2; BioA inh: 1.8; Mtb FBA inh: 11; SSB-PriA inh: -7; MazF activator: -4; GDH-TPI inh: 5; VHR inh abs: 31

How did COc1ccccc1NC(=O)N1CCN(CCc2ccccc2)CC1 do in these assays?
BH1578 lux ind: -2.0; Rv3671c inh: -5; UGM FP inh: -2.4; 3CLpro inhibitor: 2; Mtb FBA inh: 1; SSB-PriA inh: 1; MazF activator: 10; GDH-TPI inh: -1; VHR inh abs: 24

How did Cc1cc(C)n2nc(N)c(N=Nc3ccc4c(c3)OCO4)c2n1 do in these assays?
BH1578 lux ind: inactive; Rv3671c inh: -11; UGM FP inh: 0.0; 3CLpro inhibitor: -1; BioA inh: -3.1; Mtb FBA inh: -9; SSB-PriA inh: 6; MazF activator: 6; GDH-TPI inh: 11; VHR inh abs: 8

Results for CN1CCN(S(=O)(=O)c2ccc(Cc3ccc(S(=O)(=O)N4CCN(C)CC4)cc3)cc2)CC1 ?
BH1578 lux ind: inactive; Rv3671c inh: 1; UGM FP inh: 1.4; 3CLpro inhibitor: -3; Mtb FBA inh: -3; SSB-PriA inh: 10; MazF activator: 3; GDH-TPI inh: -1; VHR inh abs: 32

Results for CCCn1c(NCc2cc(OC)ccc2OC)nc2ccccc21 ?
BH1578 lux ind: -0.6; Rv3671c inh: 0; UGM FP inh: -1.0; 3CLpro inhibitor: -1; BioA inh: -1.4; Mtb FBA inh: 2; SSB-PriA inh: 10; MazF activator: 2; GDH-TPI inh: -9; VHR inh abs: 8

What do the screens show for `COc1cccc(CN2CC(C(=O)N(C)Cc3nc(C)cs3)CCC2=O)c1` (centres undefined)?
BH1578 lux ind: -0.4; 3CLpro inhibitor: 1; BioA inh: 4.3; Mtb FBA inh: 2; SSB-PriA inh: -8; MazF activator: 3; GDH-TPI inh: 9; VHR inh abs: 6

What do the screens show for `CCOc1ccc(C(=O)Nc2c3c(nn2-c2ccc(F)cc2)CS(=O)C3)cc1` (centres undefined)?
BH1578 lux ind: -6.5; Rv3671c inh: 2; UGM FP inh: 1.2; 3CLpro inhibitor: 4; BioA inh: -0.2; Mtb FBA inh: -2; SSB-PriA inh: 1; MazF activator: -2; GDH-TPI inh: -1; VHR inh abs: 25

What do the screens show for `O=C(NC1(C(F)(F)F)OCCO1)c1ccc(F)cc1`?
BH1578 lux ind: inactive; Rv3671c inh: 1; UGM FP inh: 0.8; 3CLpro inhibitor: 3; Mtb FBA inh: -3; SSB-PriA inh: -9; MazF activator: 5; GDH-TPI inh: -8; VHR inh abs: -3

Results for Cc1ccc(S(=O)(=O)NC(=O)C2(C)CCN2C(=O)C2(c3ccc(Cl)cc3)CC2)cc1 (centres undefined) ?
BH1578 lux ind: 0.1; BioA inh: 0.3; Mtb FBA inh: 7; GDH-TPI inh: 14

Results for CCN1C(C(=O)Nc2cc(C)on2)=C(O)c2ccccc2S1(=O)=O ?
BH1578 lux ind: inactive; Rv3671c inh: -8; UGM FP inh: 2.8; 3CLpro inhibitor: -4; BioA inh: 0.0; Mtb FBA inh: -1; SSB-PriA inh: 2; MazF activator: -1; GDH-TPI inh: 30; VHR inh abs: 10

Results for CN1C(=O)C(O)(CC(=O)c2ccccc2O)c2cc(Br)ccc21 (centres undefined) ?
BH1578 lux ind: -0.2; Rv3671c inh: 4; UGM FP inh: 1.0; 3CLpro inhibitor: 2; BioA inh: 3.7; Mtb FBA inh: 3; SSB-PriA inh: -4; MazF activator: 9; GDH-TPI inh: -3; VHR inh abs: 19

What do the screens show for `OCC(O)C(O)C(O)C(O)c1nc2ccccc2[nH]1` (centres undefined)?
BH1578 lux ind: -0.4; Rv3671c inh: 0; UGM FP inh: 1.7; 3CLpro inhibitor: 6; Mtb FBA inh: 2; SSB-PriA inh: -17; MazF activator: 17; GDH-TPI inh: 0; VHR inh abs: 5

Results for CCCNC(=O)C1CCCN(S(=O)(=O)c2ccc3c(c2)CC(C)N3C(=O)C2CC2)C1 (centres undefined) ?
Rv3671c inh: -5; UGM FP inh: 3.3; 3CLpro inhibitor: -2; BioA inh: -1.3; Mtb FBA inh: 2; SSB-PriA inh: -13; MazF activator: 4; GDH-TPI inh: 4; VHR inh abs: 29

How did CC(=O)N1c2ccc(S(=O)(=O)N(C)CC(=O)NCc3ccc(C)cc3)cc2CC1C (centres undefined) do in these assays?
BH1578 lux ind: inactive; Rv3671c inh: -1; UGM FP inh: 4.1; 3CLpro inhibitor: 4; BioA inh: -0.8; Mtb FBA inh: 3; SSB-PriA inh: -10; MazF activator: -5; GDH-TPI inh: 4; VHR inh abs: -20

Results for C=C(C)Cn1c(=O)c2c(nc3n2CC(C)CN3Cc2ccccc2)n(C)c1=O (centres undefined) ?
BH1578 lux ind: -0.3; Rv3671c inh: -5; UGM FP inh: -0.5; 3CLpro inhibitor: 0; BioA inh: 9.0; Mtb FBA inh: 2; SSB-PriA inh: 4; MazF activator: -6; GDH-TPI inh: 5; VHR inh abs: 43

How did CCOC(=O)c1cc(-c2ccccc2)sc1NC(=O)CSc1nnc(N)s1 do in these assays?
BH1578 lux ind: inactive; Rv3671c inh: -10; UGM FP inh: -1.2; 3CLpro inhibitor: 4; Mtb FBA inh: 0; SSB-PriA inh: 5; MazF activator: 9; GDH-TPI inh: 0; VHR inh abs: 15

How did COc1cc2[nH]c(C(=O)NCCc3ccccc3)cc2c(OC)c1OC do in these assays?
BH1578 lux ind: -0.6; Rv3671c inh: -8; UGM FP inh: 1.4; 3CLpro inhibitor: 1; BioA inh: 0.6; Mtb FBA inh: 20; SSB-PriA inh: 15; MazF activator: 3; GDH-TPI inh: 3; VHR inh abs: 27

Results for CC1C(=O)N2CCCc3cc(NC(=O)C(=O)NCCN4CCOCC4)cc1c32 (centres undefined) ?
BH1578 lux ind: inactive; Rv3671c inh: 7; UGM FP inh: -0.9; BioA inh: -1.1; Mtb FBA inh: 2; SSB-PriA inh: 10; MazF activator: -2; GDH-TPI inh: 0

Results for Cc1cc(=O)oc(C)c1C(=O)Nc1ccc(N(C)C)cc1 ?
BH1578 lux ind: inactive; Rv3671c inh: -2; UGM FP inh: -1.1; 3CLpro inhibitor: -1; Mtb FBA inh: 0; SSB-PriA inh: -12; MazF activator: 2; GDH-TPI inh: -2; VHR inh abs: 4

How did COC(=O)CCCC1=CC2=C(c3ccccc3)C(=O)C(C)(OC(=O)C3CCCC3)C(=O)C2=CN1CCN1CCOCC1 (centres undefined) do in these assays?
BH1578 lux ind: inactive; Rv3671c inh: 7; UGM FP inh: -0.6; BioA inh: 2.7; Mtb FBA inh: -2; SSB-PriA inh: -8; MazF activator: -23; GDH-TPI inh: -2; VHR inh abs: 19

What do the screens show for `COc1ccc(CCC(=O)Nc2cc(Cl)ccc2N2CCN(C)CC2)cc1`?
Rv3671c inh: 4; UGM FP inh: -2.6; 3CLpro inhibitor: 1; SSB-PriA inh: 1; MazF activator: -4; VHR inh abs: 14

How did O=C(CC(c1ccco1)S(=O)(=O)c1ccccc1)c1ccc(F)cc1 (centres undefined) do in these assays?
BH1578 lux ind: inactive; Rv3671c inh: -5; UGM FP inh: -2.4; 3CLpro inhibitor: -3; BioA inh: -1.0; Mtb FBA inh: -1; SSB-PriA inh: 10; MazF activator: -11; GDH-TPI inh: 28; VHR inh abs: 4

What do the screens show for `CCOC(=O)N1CCN(C(=O)CSc2nnc(-c3cc(OC)cc(OC)c3)o2)CC1`?
BH1578 lux ind: -0.7; Rv3671c inh: 3; UGM FP inh: 0.3; 3CLpro inhibitor: -2; BioA inh: -1.4; Mtb FBA inh: 2; SSB-PriA inh: -4; MazF activator: -5; GDH-TPI inh: 0; VHR inh abs: -2

Compounds above containing a furan ring, fused or not:
What do the screens show for `CCC(C)(C)NC(=O)c1ccc(Br)o1`?
BH1578 lux ind: -0.4; Rv3671c inh: -4; UGM FP inh: -3.6; 3CLpro inhibitor: 6; Mtb FBA inh: -1; SSB-PriA inh: 4; MazF activator: 1; GDH-TPI inh: -6; VHR inh abs: -2

Results for COc1ccc(-c2ccc(CNCCCN3CCOCC3)o2)cc1Cl ?
BH1578 lux ind: -2.1; Rv3671c inh: -5; UGM FP inh: -4.0; 3CLpro inhibitor: 0; BioA inh: 0.2; Mtb FBA inh: 5; SSB-PriA inh: -4; MazF activator: 0; GDH-TPI inh: -1; VHR inh abs: 23

How did O=C(CC(c1ccco1)S(=O)(=O)c1ccccc1)c1ccc(F)cc1 (centres undefined) do in these assays?
BH1578 lux ind: inactive; Rv3671c inh: -5; UGM FP inh: -2.4; 3CLpro inhibitor: -3; BioA inh: -1.0; Mtb FBA inh: -1; SSB-PriA inh: 10; MazF activator: -11; GDH-TPI inh: 28; VHR inh abs: 4
